E-sel inducer = E-selectin induction in HUVECs, primary screen, imaging, HUVEC, immunofluorescence imaging, single point; P16581; normalized: neutral wells 0, TNF-alpha wells 100; activation, % at 7.58 µM; 260,000 compounds, 0.37% hits; AID 686992, 2013;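 active means mean E-selectin-positive cell signal at least 10% of the positive control, reached in at least 60% of replicates, without over 20% cell loss; inconclusive means no rule given, readout overlaps actives, possibly toxicity-flagged; inactive means the rest, including those meeting only one limit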;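 further: in these data hits start at about 27%; measured in HUVEC primary endothelial cells; signal is the percent of cells scored E-selectin positive by PE staining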
Target sequence (P16581 whole entry, looked up): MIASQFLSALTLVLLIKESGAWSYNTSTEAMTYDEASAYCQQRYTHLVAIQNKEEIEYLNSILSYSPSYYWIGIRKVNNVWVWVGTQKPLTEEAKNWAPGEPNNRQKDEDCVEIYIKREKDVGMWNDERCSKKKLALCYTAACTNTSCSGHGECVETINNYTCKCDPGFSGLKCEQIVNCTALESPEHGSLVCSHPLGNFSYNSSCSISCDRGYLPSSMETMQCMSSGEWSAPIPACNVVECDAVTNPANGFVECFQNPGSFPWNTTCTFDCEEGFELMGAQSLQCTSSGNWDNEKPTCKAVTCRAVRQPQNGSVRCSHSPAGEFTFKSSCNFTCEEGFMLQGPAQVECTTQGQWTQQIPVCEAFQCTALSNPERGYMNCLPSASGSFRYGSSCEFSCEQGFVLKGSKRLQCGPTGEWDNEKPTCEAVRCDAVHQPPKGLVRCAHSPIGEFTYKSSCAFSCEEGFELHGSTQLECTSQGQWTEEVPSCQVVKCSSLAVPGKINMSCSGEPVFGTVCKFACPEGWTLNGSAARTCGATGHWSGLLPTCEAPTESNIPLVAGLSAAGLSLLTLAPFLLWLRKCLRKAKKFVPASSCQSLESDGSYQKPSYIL
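Read-out basis: % PE-positive cells; Test system: HUVEC primary endothelial cells; Technique: immunofluorescence imaging; Dosing: single-point compound dose.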
Xi reactivation = activators of inactive X chromosome reactivation, primary screen, imaging, XiGFP fibroblasts, GFP high-content imaging, set 2. 360,000 compounds, 0.055% hits. AID 743238, 2013. activation, % at 7.58 µM. XiGFP mouse fibroblasts, % GFP-positive cells imaging, 3 d; cells co-treated with 5-aza-dC sensitizer; scaled so ellipticine positive control = 100%;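 active means mean normalized replicate activation at least 10% and every replicate at or above 10%; inconclusive means only one of the two criteria met; inactive means mean below 10% and not all replicates reach 10%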;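 further: 0% = median of on-plate neutral control wells and 100% = ellipticine 6 µM median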
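assay system = SV40-immortalized XiGFP fibroblast cells, line 68-5-11 | buffer or medium = DMEM plus 5-aza-dC sensitizer | doses = single-point pinned compound dosing | times = 3-day compound exposure, then 15 min fixation at room temperature | benchmarks = positive control ellipticine, 6 µM final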
GSIS activator = GLuc luminescence reporter in INS-1E cells, primary screen for activators of glucose-dependent secretion of insulin; 370,000 compounds, 0.61% hits; activation, % at 16.6 µM; INS-1E GLuc reporter insulin secretion, 2-3 h; AID 743287, 2014;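 active means lowest replicate activation of at least 40%, so every replicate reaches that level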;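 further: 0% = median of neutral control wells and 100% = median of IBMX positive control wells; some compounds called inactive have numbers as strong as hits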
RAD52 anneal inh = RAD52 DNA annealing inhibitors, primary screen, biochemical, FRET, single point, set 2. DNA repair protein RAD52 homolog (Homo sapiens), P43351. recombinant RAD52 DNA annealing, FRET fluorescence. inhibition, % at 18.7 µM. 360,000 compounds, 0.46% hits;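 active means every replicate showing at least 50% inhibition; inconclusive means mean inhibition at least 50% but not in every replicate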
RAD54 branch = inhibitors of human RAD54 branch migration, primary screen, biochemical, fluorescence, single point. inhibition, % at 10.4 µM. 360,000 compounds, 0.14% hits. AID 602329, 2012. RAD54 Holliday junction branch migration, FAM/BHQ fluorescence;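 active means mean normalized replicate activity at least 40 and at least half of replicates scoring 40 or more; inconclusive means only one of the two criteria met; inactive means mean below 40 and under half of replicates reaching 40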;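 further: 0% = median of neutral control wells and 100% = median of positive control wells; inhibitors cause a drop in the FAM fluorescence signal; in these data hits start at about 50%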
CFTR F508del cor = F508del CFTR correction, initial screen, CFBE line, single point; CFBE cells, YFP halide quenching; stimulated with forskolin plus potentiator P3; % fluorescence drop versus neutral controls; activity (quench increase), % at 7.58 µM; 350,000 compounds, 0.36% hits; AID 720511, 2013;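 active means mean added fluorescence quench of at least 8% versus neutral control, with both replicates also reaching 8%; inconclusive means only one of the mean or replicate conditions met; inactive means mean below 8% and not both replicates reaching 8%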;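 further: cells transiently co-express mutant CFTR-F508del with the halide-sensitive YFP; corrector assay measuring rescue of mutant channel to the surface after 24 h compound exposure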
DENV2 CPE rescue = inhibitors of DENV2 cytopathic effect, primary screen, cell-based, plate reader, single concentration; CPE inhibition, % at 9.99 µM; 350,000 compounds, 1.7% hits; DENV2-infected cells, cytopathic effect rescue; in the data active means CPE inhibition above about 20%, passing the limit was not always enough; inconclusive means no clear call, values can overlap the other calls; tested in BHK-21 cells;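 further: 0% = median of neutral control wells and 100% = median of positive control wells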
CASP6 VEID inh = human caspase-6 inhibitors, primary screen, biochemical, VEID-R110 fluorescence, single point, set 2. purified caspase-6, Z-VEID-R110 cleavage fluorescence. inhibition, % at 12.5 µM. 350,000 compounds, 0.53% hits. AID 686996, 2013;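 active means mean inhibition across replicates at least about 35%, with every replicate also reaching that limit, limit read from the data; inconclusive means only one of the two criteria met; inactive means neither criterion met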;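 further: 0% = median of neutral control wells and 100% = no fluorescence left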
Target sequence (P55212 24-179 limits assumed): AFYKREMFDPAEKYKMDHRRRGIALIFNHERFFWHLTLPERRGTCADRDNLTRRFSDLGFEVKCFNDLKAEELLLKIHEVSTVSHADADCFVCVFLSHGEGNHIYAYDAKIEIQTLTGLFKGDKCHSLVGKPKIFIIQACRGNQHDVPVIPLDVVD
Target sequence (P55212 194-293 limits assumed): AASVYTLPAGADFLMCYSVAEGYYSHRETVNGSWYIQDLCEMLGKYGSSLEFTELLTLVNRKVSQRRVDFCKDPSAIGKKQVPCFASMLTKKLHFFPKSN
Numbers without * were called inactive; ? = inconclusive; nt = not tested or not shown; & = joins results of further samples. This is a random part of the collection (roughly 3.7% active in at least one column).

SMILES,E-sel inducer,CFTR F508del cor,CASP6 VEID inh,RAD54 branch,Xi reactivation,RAD52 anneal inh,GSIS activator,DENV2 CPE rescue
O=S(=O)(/C=C/c1ccccc1)N1CCNCC1,0.1,-0.5,-1,0,0.0,-3,5,5
C[C@@H]1CCCCO[C@@H](CN(C)Cc2ccc3c(c2)OCO3)[C@@H](C)CN([C@H](C)CO)C(=O)c2cc(NC(=O)CCCCCC(=O)Nc3ccccc3N)ccc2O1,0.8,2.0,-1,nt,0.0,-2,-4,-19
C[C@H](CO)N1C[C@H](C)[C@H](CN(C)S(=O)(=O)c2ccc(F)cc2)OCCCC[C@H](C)Oc2ccc(NS(C)(=O)=O)cc2C1=O,0.0,0.8,1,-6,0.3,-12,8,20
C[C@@H]1CN([C@H](C)CO)C(=O)CCCn2cc(nn2)CO[C@H]1CN(C)CC1CCCCC1,0.5,3.9,0,17,-0.4,1,-2,-5
C[C@H](NC(=O)C[C@H]1C[C@@H]2c3cc(NS(C)(=O)=O)ccc3O[C@@H]2[C@H](CO)O1)c1ccccc1,2.0,1.8,4,-1,0.0,-3,0,13
Cn1nnnc1NCc1ccc(Cl)c(Cl)c1,3.3,0.1,-7,nt,0.1,-28,-3,15
O=C(NC(=S)Nc1ccccc1CO)C1CCCCC1,0.0,-0.6,-3,-3,0.3,-8,nt,?
CCOc1cc(CNCCN2CCOCC2)ccc1OCc1ccccc1Cl,nt,0.9,-2,5,0.0,16,-16,29*
COc1ccc(C(=O)n2nnc3ccccc32)cc1OC,nt,1.3,-1,nt,0.0,0,18,-7
CC(=O)Nc1ccc(S(=O)(=O)NCCN2CCNC2=O)cc1Cl,-0.2,-0.3,-1,11,0.3,-15,-10,-3
CCOc1ccc(N=Cc2ccc3ccccc3c2)cc1,nt,2.5,2,-7,0.3,-22,-4,7
Cc1ccc(CN2CCNC(=O)C2CC(=O)N(C)C2CCOCC2)cc1 (centres undefined),nt,-1.6,-1,-16,0.3,-9,0,1
CCNC(=O)[C@H]1[C@H](CO)[C@H]2Cn3c(cccc3=O)[C@@H]1N2C(=O)Nc1cc(F)ccc1F,-0.3,-0.7,2,nt,0.2,-4,-1,11
O=c1cc2c(nn1Cc1ccc(F)cc1)-c1ccccc1CC2,nt,-2.1,3,nt,0.4,4,14,2
O=C(C[C@H]1CC[C@@H](NC(=O)Nc2ccc3c(c2)OCO3)[C@@H](CO)O1)NCc1ccc(Cl)cc1,0.0,-0.6,-2,1,0.2,9,-18,0
CCCCOc1ccc(N2CC(C(=O)NCc3ccco3)CC2=O)cc1 (centres undefined),0.0,5.4,1,3,0.1,-6,-5,20
CCOC(=O)C1CCN(S(=O)(=O)c2cn(C)c(C)n2)CC1,-0.4,2.1,1,-6,0.0,-4,20,3
COc1ccc(CC(=O)Nc2cccc(-c3nnc(-c4cccc(C)c4)o3)c2)cc1OC,nt,nt,5,2,nt,-14,-46,nt
O=C(Cc1ccccc1)N[C@@H]1c2ccccc2CC[C@@H]1OCc1ccccc1,0.1,1.0,-2,-4,-0.1,-7,20,?
C/C(=N\NC(=O)CCC(=O)Nc1ccccc1)c1cccs1,-2.8,nt,1,nt,0.0,-13,9,2
O=C(O)C1CCN(C(=O)Cc2ccccc2)CC1,0.8,-1.2,0,-4,-0.1,-7,nt,-2
CCNC(=O)C[C@@H]1C=C[C@H](NC(=O)NC2CCCCC2)[C@H](CO)O1,0.3,-2.9,-2,3,-0.7,-4,-14,8
Cc1[nH]n(-c2ccccc2)c(=O)c1/C=N/Nc1nncc(-c2ccccc2)n1,nt,-3.1,-6,6,nt,-15,16,nt
COc1cc(C(=O)Nc2cc(S(=O)(=O)N3CCOCC3)ccc2N2CCOCC2)cc(OC)c1C,nt,-2.8,-1,-4,-0.4,-20,8,-3
C[C@@H]1CCCCO[C@@H](CN(C)Cc2ccc(C(F)(F)F)cc2)[C@@H](C)CN([C@@H](C)CO)C(=O)c2cc(NC(=O)c3ccccc3)ccc2O1,0.0,2.5,0,-1,-0.7,-31,-8,5

(further entries)
SMILES,E-sel inducer,CFTR F508del cor,CASP6 VEID inh,RAD54 branch,Xi reactivation,RAD52 anneal inh,GSIS activator,DENV2 CPE rescue
COCC(=O)N1C[C@@H](C)[C@@H](OC)CN(C)C(=O)c2cc(NC(=O)c3cnccn3)ccc2OC[C@@H]1C,2.0,3.8,-1,-9,0.6,0,7,0
COc1ccc(NS(=O)(=O)c2cccc(C(=O)NC3CCC(O)CC3)c2)cc1 (centres undefined),-0.2,3.3,-1,-3,0.0,-12,0,-4
O=C(Nc1ccccc1)N1CCN(C2c3ccccc3-c3ccccc32)CC1,0.1,0.0,-3,-2,-0.1,-1,-16,-4
O=C(CN1CCc2ccccc21)NCc1ccc2c(c1)OCO2,-0.2,-3.8,-2,nt,0.3,-13,1,-18
CC(C)(C)NC(=O)C(CCc1ccccc1)n1c(=O)c(-c2cc3ccccc3[nH]2)nc2ccccc21 (centres undefined),2.1,-1.3,-3,nt,0.1,-26,0,4
O=C(c1ccc(N2CCCC2)c([N+](=O)[O-])c1)N1CCc2ccccc2C1,nt,1.1,7,nt,-0.1,-11,-15,0
Cc1ccc(F)cc1NC(=O)CSCc1nc2sc(C)c(C)c2c(=O)[nH]1,0.4,0.2,33,nt,-0.1,-66,-12,-2
COc1ccc(Nc2c[nH]c(=O)[nH]c2=O)cc1,3.2,3.2,5,-4,0.0,-6,-17,-2
COC(=O)[C@]12C[C@H](CC(=O)NCc3cccc(C(F)(F)F)c3)C(=O)N(Cc3ccccc3)C1=C[C@H](C1CCCC1)O[C@@H]2C,0.6,-3.0,1,nt,0.2,-13,nt,-9
C[C@H]1CN([C@@H](C)CO)C(=O)Cc2cc(NS(C)(=O)=O)ccc2O[C@@H]1CN(C)C(=O)Nc1ccc2c(c1)OCO2,-1.3,-2.4,1,0,0.0,13,10,-8
CN(C)C(=O)c1cccc(-c2ccc([C@H]3[C@@H](CO)N4C(=O)CN(C(=O)C5CCCCC5)C[C@@H]34)cc2)c1,-0.2,-1.1,1,nt,0.0,-10,-16,13
COc1cc(/C=C/C(=O)O)cc(S(=O)(=O)Nc2ccc3nc(C)sc3c2)c1OC,nt,1.4,0,-1,0.0,-17,39,6
Cc1ccccc1S(=O)(=O)N1CCCCN2[C@@H](CO)[C@@H](c3ccc(-c4cccnc4)cc3)[C@@H]2C1,-0.6,4.7,-6,-8,0.0,27,-27,4
C[C@H]1CN([C@@H](C)CO)C(=O)Cc2cc(NC(=O)NC3CCCCC3)ccc2O[C@@H]1CN(C)S(=O)(=O)c1ccccc1,-0.1,-0.3,-1,-5,0.1,20,11,7
COc1ccc(-c2ccc([C@H]3[C@@H](CO)N4C(=O)CN(C(=O)NC(C)C)C[C@@H]34)cc2)cc1,0.4,-1.6,0,nt,0.3,2,11,-1
C[C@H](CO)N1C[C@H](C)[C@@H](CN(C)S(=O)(=O)c2ccc(F)cc2)Oc2cc(C3=CCCCC3)ccc2S1(=O)=O,-0.2,1.2,0,6,-0.4,-5,-4,10
CCC1C(O)=C(c2ccccn2)C(=N)N1c1ccccc1 (centres undefined),nt,2.1,6,2,nt,-11,2,3
CCOC(=O)c1c(S(=O)(=O)NCC(=O)N2CCN(c3ccc(F)cc3)CC2)c(C)n(C)c1C,nt,-1.2,6,1,0.1,-7,10,0
Cc1c(C(=O)NC2=NCCS2)oc2ccccc12,nt,-0.1,0,-12,nt,-6,nt,-5
N#Cc1cc2cc3ccccc3nc2n2c(=O)c3ccccc3nc12,-0.6,-3.2,-1,nt,0.0,-142,27,-4
CCOC(=O)/C(=C\c1ccccc1)NC(=O)c1ccccc1,4.5,-2.0,-2,nt,0.1,-13,nt,2
O=[N+]([O-])c1ccc(Nc2nccc(Cl)n2)cc1,nt,0.9,-2,-5,0.0,-29,9,3
Nn1cnc2c([nH]c3ccccc32)c1=O,-0.3,nt,0,nt,0.4,-7,14,2
C[C@@H]1CN([C@H](C)CO)C(=O)c2cc(NC(=O)Nc3ccccc3)ccc2O[C@@H](C)CCCCO[C@@H]1CN(C)S(=O)(=O)c1cccs1,nt,-3.4,0,-3,-0.1,-4,14,-10
CCOc1ccc(C2C(C(=O)c3ccc(C)o3)=C(O)C(=O)N2c2nc(C)c(C(=O)OC)s2)cc1 (centres undefined),nt,1.2,nt,-6,0.2,-66,7,-3

Further structures follow:
SMILES,E-sel inducer,CFTR F508del cor,CASP6 VEID inh,RAD54 branch,Xi reactivation,RAD52 anneal inh,GSIS activator,DENV2 CPE rescue
COc1ccc(CNC(=O)CC[C@H]2O[C@@H](n3cc(C)c(=O)[nH]c3=O)C[C@@H]2O)cc1,0.0,-2.5,6,-7,-0.1,-7,-8,-17
CN(CC(=O)Nc1cccc(F)c1)C(=O)c1cc(=O)[nH]c2ccccc12,0.4,-0.7,1,17,0.0,-9,5,4
C[C@H]1CN([C@@H](C)CO)S(=O)(=O)c2ccc(-c3ccc(F)cc3)cc2O[C@@H]1CN(C)S(C)(=O)=O,0.6,0.2,19,-10,0.3,2,5,-4
COc1cccc(-c2cn(CC[C@H]3CC[C@H](NC(=O)CN(C)C)[C@H](CO)O3)nn2)c1,-0.7,-2.1,-3,-3,0.2,-16,18,-9
C=C(C)c1cccc(C(C)(C)NC(=O)N2CCN(C(=O)OCC)CC2)c1,0.8,2.1,1,3,0.0,-12,4,12
Cc1ccc(CN2CCCC(CO)(Cc3ccccc3C)C2)s1 (centres undefined),nt,-2.4,-3,-13,0.1,-17,-10,nt
Cc1ccc(S(=O)(=O)N(C)C[C@H]2Oc3ccc(NC(=O)NC4CCCCC4)cc3C(=O)N([C@H](C)CO)C[C@H]2C)cc1,0.7,4.2,0,-5,-0.1,21,-38,-9
C[C@H](CO)N1C[C@H](C)[C@@H](CN(C)S(=O)(=O)c2ccc(C#N)cc2)OCc2cnnn2CCCC1=O,-0.3&0.5,2.3&2.7,0&0,3,0.2&-0.4,-9&13,-1&3,?
CCn1c(CN2CCN(c3ccc(OC)cc3)CC2)nc2cc(S(=O)(=O)N(C)C)ccc21,0.0,-0.5,0,-5,0.1,-12,-9,-3
CCCc1cc(CN2CCOCC2)c(O)c(CN2CCOCC2)c1O,0.0,0.5,4,nt,0.0,-13,-28,-9
NS(=O)(=O)c1ccc(NC(=O)CSc2nnc(-c3ccc(O)cc3)o2)cc1,-0.1,-1.3,-1,12,0.3,1,-12,1
OC[C@H]1[C@@H](c2ccc(Br)cc2)[C@@H]2CN(Cc3ccccn3)CCCCN12,0.0,-0.7,-12,1,0.2,-8,26,1
N#Cc1ccc(CN(Nc2ccccc2)c2ccccc2)cc1,-4.0,-0.7,6,-1,0.0,12,nt,?
